MEKK2 WT-MEK5: raises or lowers MEK5 binding to wildtype human MEKK2 PB1 domain; Q9Y2U5; AID 1531; 1.1% of 290,000 active; binding response (% of control), % at 10 µM; bead flow cytometry, Alexa488-MEK5 binding to MEKK2 WT; actives lie on both sides; in the data active means binding response below about 67% or above about 130%
IDE cell activ: IDE (human) activation, cell-based | 0.073% of 340,000 active | HEK cells, FAbeta-B cleavage, fluorescence polarization; 0% vehicle, 100% cell-free pure enzyme wells | P14735 | activation, % at 5.96 µM | AID 493087;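 active means activation above the mean of all tested compounds plus 3 SD, set per screening campaign, cut at about 17% in these data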
MEKK2 mut-MEK5: signal of MEK5 binding to mutant human MEKK2 PB1 domain; bead flow cytometry, Alexa488-MEK5 binding to MEKK2 mutant; percent response, % at 10 µM; 0.35% of 290,000 active; AID 1530; in the data active means percent response above about 24%, passing the limit was not always enough; further: inactives centre near 1; some results filed as inactive read as strong as hits; reference of the scale not given here
NALP1 inh: blocks the NALP1 inflammasome reconstituted in yeast; S. cerevisiae NALP1/ASC/caspase-1 growth, X-gal OD620, 72 h; inhibition, % at 10 µM; 0.61% of 280,000 active; AID 2071; in the data active means inhibition mostly above about 24%, no sharp cut-off; inactive means mostly below about 32%; further: some compounds called inactive have numbers as strong as hits
IDE inh: inhibitors of human insulin-degrading enzyme in cells. HEK cells, FAbetaB cleavage, fluorescence polarization. 0.41% of 320,000 active. inhibition, % at 5.59 µM. AID 434962. P14735;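 active means percent inhibition above the average of all tested compounds plus 3 SD, set per screening campaign, cut at about 16% in these data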;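 further: IDE supplied by intact live HEK cells; FP after avidin binding of uncleaved biotin substrate so inhibition keeps polarization high; 0% = DMSO wells and 100% = 60 µM reference IDE inhibitor Ii1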
pCIP destab: compounds decreasing mouse p/CIP protein stability; 0.01% of 290,000 active; decrease of EGFP signal, % at 10 µM; F442A p/CIP-EGFP cells, EGFP fluorescence, 16 h;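 active means EGFP signal decrease of at least 30% at 10 µM or well 3 SD below plate mean, unless failing retest; inactive means the rest, including hits failing retest or dose response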; further: some compounds called inactive have numbers as strong as hits; many of its hits are not listed in these tables
MEKK3 PB1 HTS: MEKK3-MEK5 PB1 interaction, increase or decrease | Q99759 | bead-based flow cytometry, Alexa488-MEK5 binding to MEKK3; actives lie on both sides; 0 = blocked by unlabeled MEK5, 100 = vehicle | binding response (% of control), % at 10 µM | 1.4% of 290,000 active | AID 1529;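 active means binding response more than 3 SD above or below the average of its plate-row segment, actives on both sides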;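 further: Alexa488 bead fluorescence after subtracting the streptavidin-only scavenger bead signal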
Target sequence (Q99759 whole entry, looked up): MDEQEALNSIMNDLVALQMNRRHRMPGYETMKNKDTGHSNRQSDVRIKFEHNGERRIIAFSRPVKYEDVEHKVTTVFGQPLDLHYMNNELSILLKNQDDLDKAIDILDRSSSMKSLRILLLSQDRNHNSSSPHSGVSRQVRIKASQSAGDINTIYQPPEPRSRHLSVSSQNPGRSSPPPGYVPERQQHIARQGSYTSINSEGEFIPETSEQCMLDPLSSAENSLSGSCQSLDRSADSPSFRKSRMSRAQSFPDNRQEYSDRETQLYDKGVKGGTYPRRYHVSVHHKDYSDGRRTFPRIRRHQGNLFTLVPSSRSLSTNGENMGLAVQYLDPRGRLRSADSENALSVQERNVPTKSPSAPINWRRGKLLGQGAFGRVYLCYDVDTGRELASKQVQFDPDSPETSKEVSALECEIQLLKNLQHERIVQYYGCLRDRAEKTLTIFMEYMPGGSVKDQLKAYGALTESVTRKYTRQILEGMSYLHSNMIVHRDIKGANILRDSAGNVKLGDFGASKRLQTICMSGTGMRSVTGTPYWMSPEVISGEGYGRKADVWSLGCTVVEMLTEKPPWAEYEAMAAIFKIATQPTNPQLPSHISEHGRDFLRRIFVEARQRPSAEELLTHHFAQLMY
PfM18AAP inh: blocks P. falciparum M18 aspartyl aminopeptidase | recombinant PfM18AAP, H-Glu-NHMec fluorogenic cleavage | inhibition, % at 7.35 µM | 1.2% of 290,000 active;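 active means inhibition above the campaign mean inhibition over all tested compounds plus 3 SD, cut at about 28% in these data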;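 further: 0% = plate median of test compound wells and 100% = 2 mM ZnCl2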
SUMO HTRF inh: SUMOylation inhibition; P63279; HTRF SUMOylation assay, SAE1/SAE2 + UBC9, in vitro; inhibition, % at 35 µM; 0.36% of 290,000 active; in the data active means inhibition above about 50%, passing the limit was not always enough; further: strong numbers were not always called active
Target sequence (P63279 whole entry, looked up): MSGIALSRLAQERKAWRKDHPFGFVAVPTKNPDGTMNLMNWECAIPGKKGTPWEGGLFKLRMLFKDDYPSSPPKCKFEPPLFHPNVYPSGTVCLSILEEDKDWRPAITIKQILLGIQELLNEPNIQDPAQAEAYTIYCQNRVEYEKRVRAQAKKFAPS
Numbers without * were called inactive; nt = not tested or not shown; & = joins results of further samples. Some of the compounds tested; the hit share may differ from the screen's.

no.	mol	MEKK2 WT-MEK5	IDE cell activ	MEKK2 mut-MEK5	NALP1 inh	IDE inh	pCIP destab	MEKK3 PB1 HTS	PfM18AAP inh	SUMO HTRF inh
1	CCOC(=O)/C=C/C(=O)NNC(=O)c1ccccc1Cl	107	4	11	2	0	-2	107	8	1
2	CCC(c1nnc(SCC(=O)N2CCOCC2)n1C1CCCCC1)N(C)C (stereo not drawn)	94	4	-2	8	-5	0	100	-7	10
3	O=C(CSc1nc(-c2ccccc2)nc2c1CCCC2)N1CCOCC1	102	4	3	4	2	-3	100	-3	-11
4	O=C(c1ccc(N2CCOCC2)c([N+](=O)[O-])c1)N1CCCCC1	104	9	8	5	0	-4	100	5	-1
5	O=C(NC1CCCCCCC1)c1ccco1	91	5	-5	-11	4	-10	92	7	2
6	O=c1c2cccc(Cl)c2nc2n1Cc1ccccc1-2	91	-7	-19	12	-2	5	88	-11	11
7	N#Cc1ccc(CSc2nc(N)cc(=O)[nH]2)cc1	103	-4	5	19	-2	7	100	-11	12
8	CN(CCC#N)C(=O)COC(=O)/C=C/c1ccc2c(c1)OCO2	84	8	-12	16	4	-4	97	2	-13
9	CCCOc1cc(C)c(S(=O)(=O)NCCOC)cc1C	111	4	2	5	-4	-4	108	-7	-9
10	NC(=O)NC(c1ccc(Cl)cc1)c1ccccc1Cl (stereo not drawn)	105	-3	9	4	9	-25	111	3	8
11	COC(=O)c1cn(C(=O)c2ccco2)c2ccccc12	107	0	2	22	-2	8	102	4	24
12	O=C(COc1ccccc1Cl)Nc1cc(Cl)ccc1Oc1ccccc1	98	1	-1	2	2	-1	101	-3	-32
13	CC1=C(C(=O)OC(C)C)C(c2ccsc2)NC(=O)N1C (stereo not drawn)	103	1	6	13	-2	-10	105	-1	3
14	CC(=O)Nc1c(C(=O)O)oc2ccccc12	106	-3	4	6	5	3	106	11	22
15	CN(CC(=O)Nc1ccccc1Br)Cc1nc2ccccc2c(=O)[nH]1	91	1	-12	nt	-7	-8	88	4	6
16	COc1ccccc1C(CNC(=O)c1cc(C)nc2ccccc12)N(C)C (stereo not drawn)	104	0	0	18	-9	-2	102	-1	2
17	Cc1onc(-c2ccccc2Cl)c1C(=O)O/N=C(\N)c1ccc([N+](=O)[O-])o1	94	1	-3	-9	-4	-14	98	10	-5
18	CCOC(=O)c1c(C)[nH]c(C(=O)CN2C(=O)NC3(CCCC3)C2=O)c1C	103	5	-3	5	-2	-13	97	1	12
19	CN(C)CCNC(=O)/C(=C/c1ccc(-c2ccc(Cl)cc2)o1)NC(=O)c1ccccc1	111	1	3	26	2	-22	100	-7	4
20	CCc1ccc(C2=NN(CCC(=O)NC(C)c3ccc4c(c3)OCCO4)C(=O)CC2)cc1 (stereo not drawn)	100	9	1	6	7	-3	103	2	10
21	O=c1[nH]c(N/N=C\c2ccc(F)cc2)nc2ccccc12	92	3	-7	-2	-2	-1	100	5	20
22	O=[N+]([O-])c1ccc(Oc2ccc(OCc3ccccc3)cc2)nc1	92	5	-13	31	-3	0	97	4	-12
23	COc1ccc(CNC(=O)C2C3C=CC4(CN(Cc5cccnc5)C(=O)C24)O3)cc1 (stereo not drawn)	96	-1	-3	-4	7	-1	91	6	8
24	O=[N+]([O-])c1cc(/C=N/N2CCN(C3c4ccccc4-c4ccccc43)CC2)ccc1Cl	98	5	-2	14	1	-8	99	-3	5
25	CCc1cccc(OCCCCNCCOC)c1	103	2	6	31	-8	-2	102	0	28
26	Cc1cc(C(=O)OCC(=O)N2CCN(C(=O)c3ccco3)CC2)c(C)n1-c1ccc(F)cc1	110	5	6	4	5	-6	107	-1	11
27	CCCOC(=O)CSc1nc(N2CCOCC2)c2c(c1C#N)CC(C)(C)OC2	107	0	3	8	0	9	104	2	-12
28	COc1ccc(Nc2nc(N3CCCCC3)nc(N3CCCCC3)n2)c(OC)c1	103	0	1	11	6	-4	101	nt	-27
29	COc1ccccc1NC(=O)CSc1nncn1-c1cccnc1	99	-2	3	3	1	37	107	0	8
30	Cc1ccc(S(=O)(=O)N2CCCC(C(=O)NCC(C)C)C2)cc1 (stereo not drawn)	102	1	1	0	-4	3	102	-10	2
31	COc1cc(C(=O)OC2CCN(C)CC2)cc(OC)c1OC	114	-1	6	19	-4	0	117	-3	17
32	COc1ccc(CCNC(=O)CN2C(=O)COc3ccc(S(=O)(=O)N4CCOCC4)cc32)c(OC)c1	106	2	4	7	1	15	106	1	-11
33	CC1=C/C(=N\N=C2\NC(=O)C(CC(=O)Nc3ccccc3)S2)CC(C)(C)C1 (stereo not drawn)	105	1	1	13	2	4	115	7	-16
34	CCc1nnc(NC(=O)c2ccc(S(=O)(=O)N3CCCCC3C)cc2)s1 (stereo not drawn)	nt	0	nt	14	-3	-8	nt	-7	18
35	NC(=O)Nn1c(CCC(=O)O)ccc1-c1ccc(Br)cc1	99	0	2	10	3	-6	102	1	15
36	Cc1nc2nc(C)c(NS(=O)(=O)c3cccs3)c(=O)n2[nH]1	105	1	-3	31	5	-4	104	-7	3
37	O=C(CCSCCC(=O)Nc1ccccc1F)Nc1ccccc1F	98	5	3	36	1	-6	102	5	10
38	COc1ccc(OC)c(S(=O)(=O)NNC(=S)Nc2ccc3c(c2)OCO3)c1	108	1	7	-12	2	6	102	22	-8
39	COc1ccc2c(c1)c(=O)oc1cc(OCC(=O)NCC3CCC(C(=O)O)CC3)ccc12 (stereo not drawn)	101	-4	1	20	2	12	101	1	27
40	CC(C)OC(=O)CC(NC(=O)OC(C)(C)C)c1ccccc1 (stereo not drawn)	89	nt	6	21	-4	7	86	1	0
41	COc1ccccc1CNC(=O)C1CCCN(S(=O)(=O)c2cccs2)C1 (stereo not drawn)	98	4	-3	0	2	8	102	-3	0
42	COC(=O)COc1ccc(S(=O)(=O)Nc2ccc3c(c2)OCO3)cc1	91	1	-4	17	-7	-3	89	4	-8
43	OC(COCc1ccc2c(c1)OCO2)CN1CCCCC1 (stereo not drawn)	103	0	-1	5	4	17	100	0	-12
44	CN(CCC1CCOCC1)Cc1cn[nH]c1-c1ccc(-c2ccccc2)cc1	114	0	-3	15	1	-5	109	12	-1
45	CN(C)c1ccc(C2C3CCCc4ccccc4C3=NN2C)cc1 (stereo not drawn)	103	0	8	-14	0	13	106	-1	-2
46	Cc1c(C)c2c(OCC(=O)N3CCC(O)CC3)cc3c(c2oc1=O)CCC(C)(C)O3	92	1	-3	24	-2	2	96	-11	45
47	Cc1nc2ncccn2c1-c1csc(Nc2ccccc2)n1	106	-2	0	8	2	12	125	18	-4
48	CCOC(=O)Cn1c(=O)oc2cc(S(=O)(=O)N3CCc4ccccc43)ccc21	108	-2	3	-4	1	-2	106	7	2
49	CCOC(=O)C1CCN(Cc2ccc(OC)c(OCc3ccccc3)c2)CC1	102	6	5	28	3	-8	100	0	9
50	N#C/C(=C\c1ccco1)C(=O)Nn1cnnc1	95	4	-4	-6	1	-2	97	32*	14
51	O=C1CC(N2CCN(c3ccccc3)CC2)C(=O)N1c1cccc(Cl)c1 (stereo not drawn)	100	6	1	10	4	8	99	14	12
52	O=C(C1=C[C@@H]2[C@H]3C(=O)N(c4ccccc4Cl)C(=O)[C@H]3[C@@H](C(=O)c3ccc(Cl)cc3)N2C=C1)c1ccccc1	79	nt	-1	31	0	-11	58	8	6
53	CC(OC(=O)c1ccncc1)C(=O)Nc1cc(S(=O)(=O)N2CCCCC2)ccc1Cl (stereo not drawn)	102	4	0	nt	-1	-15	105	-4	-5
54	COc1ccc2c(Cl)c(C(=O)NN3CCN(C)CC3)sc2c1	103	4	3	-7	1	-17	103	-2	-11
55	COc1ccccc1/C=C/C(=O)NCC(=O)N/N=C(\CCC(=O)O)c1ccccc1	99	2	-2	18	-1	-1	97	6	11
56	CCCC(C(=O)NC(C)(C)C)N(Cc1ccccc1Cl)C(=O)c1snc(C(N)=O)c1N (stereo not drawn)	99	3	5	-2	7	-16	105	6	-11
57	COc1ccc(CC2C(=O)OC(C)(C)OC2=O)c(Cl)c1OC	106	2	3	9	5	9	98	4	-5
58	Cc1cccc(OCc2nnc(SCC(=O)Nc3cccc(C(=O)N4CCOCC4)c3)o2)c1C	104	3	2	16	6	2	98	-2	9
59	O=C(NCc1ccc2c(c1)OCO2)c1ccc(Br)o1	100	2	0	18	0	-1	101	4	14
60	O=C(Oc1cc2oc(=O)c3c(c2cc1Cl)CCCC3)c1ccco1	93	6	-5	nt	2	-7	100	3	25

Reprinted: entries 31–33
no.	mol	MEKK2 WT-MEK5	IDE cell activ	MEKK2 mut-MEK5	NALP1 inh	IDE inh	pCIP destab	MEKK3 PB1 HTS	PfM18AAP inh	SUMO HTRF inh
31	COc1cc(C(=O)OC2CCN(C)CC2)cc(OC)c1OC	114	-1	6	19	-4	0	117	-3	17
32	COc1ccc(CCNC(=O)CN2C(=O)COc3ccc(S(=O)(=O)N4CCOCC4)cc32)c(OC)c1	106	2	4	7	1	15	106	1	-11
33	CC1=C/C(=N\N=C2\NC(=O)C(CC(=O)Nc3ccccc3)S2)CC(C)(C)C1 (stereo not drawn)	105	1	1	13	2	4	115	7	-16

Remaining list, next part
no.	mol	MEKK2 WT-MEK5	IDE cell activ	MEKK2 mut-MEK5	NALP1 inh	IDE inh	pCIP destab	MEKK3 PB1 HTS	PfM18AAP inh	SUMO HTRF inh
61	COc1ccccc1NCC(=O)NNCC(=O)Nc1ccc(F)c(Cl)c1	92	-3	-5	24	9	4	100	14	12
62	COc1ccc(OC(=O)Nc2ccc([N+](=O)[O-])cc2OC)cc1	90	0	-3	17	-4	-1	106	6	-1
63	COc1cccc(C(=O)OCn2nnc3ccccc3c2=O)c1	87	4	-12	12	-3	-6	82	-4	-9
64	CCC(=O)OCC(=O)Nc1cc(C)c(C)cc1[N+](=O)[O-]	127	2	6	28	3	-5	106	-8	2
65	O=C(N[C@@H](Cc1c[nH]c2ccccc12)C(=O)O)C1CCN(S(=O)(=O)c2cccs2)CC1	100	4	-6	14	-4	-10	97	-8	12
66	COc1c(Cl)cc(C(=O)Nc2ccccc2C(=O)O)cc1Cl	93	-3	1	22	9	-9	96	8	-5
67	COc1ccc(/C=N/NC(=O)c2ccc(Br)cc2)cc1CN1CCOCC1	101	3	2	-8	8	-6	102	-3	0
68	CCN(CC)CCN(C)C(=O)CCc1nnc(-c2ccc(C)s2)o1	98	8	-2	9	-1	-3	105	-9	-8
69	Fc1ccccc1NC(=S)Nc1cccnc1	98	1	-1	-7	-1	-8	97	11	14
70	Cc1ccccc1C(=O)N1CCC(C(=O)N(C)CCOc2ccccc2)CC1	106	6	8	-3	3	2	108	2	0
71	COc1ccccc1CN1CC(C(=O)NC2(c3ccccc3)CC2)CCC1=O (stereo not drawn)	102	-2	0	26	3	-7	102	0	3
72	CC(=O)C1=C(O)C(=O)N(CCCCCC(=O)O)C1c1ccc(N(C)C)cc1 (stereo not drawn)	101	0	14	-5	-4	-2	102	18	-1
73	NCCCC[C@H](N[C@@H](CCc1ccccc1)C(=O)O)C(=O)N1CCC[C@H]1C(=O)O	100	6&1	3	7	1&-2	-4	101	3	5
74	C/C(=N\NC(=S)NCc1ccccc1)c1cccs1	95	4	-3	2	3	18	104	7	-13
75	Cc1ccc(N(C(C)C(=O)NCc2ccncc2)S(C)(=O)=O)cc1C (stereo not drawn)	103	10	1	9	-3	-1	105	-5	13
76	Cc1cc(NC(=O)c2cc(-c3ccccc3Cl)nc3ccccc23)no1	88	-3	-9	-10	1	4	101	-1	-27
77	CCCCN(CC)CCCNC(=S)Nc1ccc2nc(N3CCN(C)CC3)cc(C)c2c1	142*	-4	15	-9	1	-8	97	0	8
78	CCOC(=O)CC1=C(C(=O)OCC)C(c2ccc(OC)c(OC)c2)C(C#N)=C(N)O1 (stereo not drawn)	95	-2	-1	6	5	-8	102	3	14
